Peg3 promoter = inhibitors of Peg3 promoter. 360,000 compounds, 1.7% hits. HeLa PEG-Prom luciferase reporter, luminescence, overnight. inhibition, % at 20 µM;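 active = inhibition of at least 50% at 20 µM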
EBV LMP1 NFkB = inhibitors of Epstein-Barr LMP1-induced NF-kappaB reporter; LMP1-induced NF-kappaB luciferase reporter cells, luminescence; 350,000 compounds, 0.69% hits; inhibition, % at 12.5 µM; in the data active = inhibition above about 41%;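 note: 0% = neutral control wells and 100% = reference inhibitor control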
Shn3 inh set2 = inhibitors of Schnurri-3 3'UTR reporter in osteoblasts. Clone20 osteoblast Shn3 3'UTR firefly luciferase, 24 h. inhibition, % at 12.5 µM. 360,000 compounds, 0.52% hits. AID 588674;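 active = mean inhibition of at least 75% with every replicate also reaching 75%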;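 note: 0% = median of neutral control wells and 100% = pilot-screen positive control compound; some compounds past the cut are filed as inactive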
NR2E3 ag-1 = agonists of human NR2E3 nuclear receptor | CHO-S Gal4-NCOR/VP16-NR2E3 two-hybrid, luciferase | inhibition of corepressor binding, % at 3.98 µM | AID 602229 | 360,000 compounds, 0.35% hits | Q9Y5X4;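 active = inhibition above the mean of all tested compounds plus 3 SD, cut at about 70% in these data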;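 note: 0% = DMSO with NR2E3 transfected cells and 100% = cells lacking NR2E3 construct; higher means lower luciferase signal from less NR2E3 corepressor binding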
Target sequence (Q9Y5X4 whole entry, looked up, the tested form may be a part): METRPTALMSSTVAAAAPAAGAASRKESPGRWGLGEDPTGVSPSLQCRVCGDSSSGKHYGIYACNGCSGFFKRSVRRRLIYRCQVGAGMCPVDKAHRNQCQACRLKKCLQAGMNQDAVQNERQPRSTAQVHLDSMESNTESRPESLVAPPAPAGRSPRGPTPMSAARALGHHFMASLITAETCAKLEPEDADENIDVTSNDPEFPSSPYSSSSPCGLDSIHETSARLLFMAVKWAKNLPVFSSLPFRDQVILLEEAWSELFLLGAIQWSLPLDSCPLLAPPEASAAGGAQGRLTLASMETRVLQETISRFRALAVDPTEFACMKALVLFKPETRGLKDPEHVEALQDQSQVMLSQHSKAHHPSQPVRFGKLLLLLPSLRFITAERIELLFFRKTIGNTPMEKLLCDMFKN
hiPSC survival = hiPSC single-cell survival enhancement; ATPlite luminescence; 100% = ROCK inhibitor wells, 0% = DMSO; 360,000 compounds, 0.044% hits; survival enhancement, % at 20 µM; in the data active = survival enhancement above about 18%;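 note: cells exposed to compounds for 16 hours before the ATP read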
TRPM1 prom inh = reduces MITF-dependent TRPM1 promoter luciferase signal; 330,000 compounds, 0.83% hits; inhibition, % at 12.5 µM; SK-MEL-5 TRPM1 promoter luciferase, 24 h;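 active = mean inhibition across replicates of 60% or more, whatever share of single replicates reaches that level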; note: values of inactives mirror those of a sister screen read the other way
HIF-2a block = HIF-2a inhibition. 786-0 RCC cells HIF-2a reporter, luciferase luminescence, overnight. inhibition, % at 18.8 µM. 360,000 compounds, 0.72% hits;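 active = inhibition of the luminescence signal of 40% or more relative to plate controls, in a single-dose primary screen at 18.75 µM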
KKLEB cytotox = reduces viability of KKLEB cystic fibrosis airway cells; KKLEB CF airway cells viability, ATPlite luminescence, overnight; active compounds read low; cells stimulated with P. aeruginosa culture filtrate; activity change (cytotoxicity), % at 5 µM; 360,000 compounds, 0.36% hits; AID 602141;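 active = corrected activity change at or below -50% at 5 µM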
C8 TRAIL sens = caspase-8 TRAIL sensitization; NB7+C8 cells + TRAIL, ATPlite viability luminescence; inhibition (viability loss, TRAIL sensitization), % at 10 µM; 360,000 compounds, 1% hits; AID 624354;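 active = compounds causing at least 50% loss of cell viability in the single-dose screen, relative to plate controls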
CF NFkB inh = cystic fibrosis NF-kB activation inhibition. KKLEB NF-kB-GFP reporter, PAF-induced, GFP fluorescence overnight. inhibition, % at 5 µM. 360,000 compounds, 0.86% hits;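 active = at least 50% inhibition at 5 µM, scaled per plate between neutral and stimulator controls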;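 note: PAF is a Pseudomonas aeruginosa culture filtrate used as stimulus; plate controls were PAF-stimulated DMSO wells for no effect and unstimulated DMSO wells for full effect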
NR2E3 ag-2 = NR2E3 (human) agonism | Q9Y5X4 | GST-NR2E3/biotin-RetCOR TR-FRET, 1536-well | inhibition of corepressor binding, % at 4.78 µM | 320,000 compounds, 0.12% hits | AID 2300;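 active = percent inhibition above the cutoff of mean plus 3 SD of all tested compounds, set per screening campaign, cut at about 20% in these data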;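 note: 0% = DMSO wells and 100% = biotin wells as full block of FRET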
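System: GST-tagged NR2E3 plus biotinylated RetCOR corepressor; Buffer or medium: pH 7.5 Tris-based buffer; Probe or stimulus: RetCOR corepressor, biotinylated, 7 nM; Doses: compound at 4.8 µM, single dose; Schedule: 5 h incubation at 4 °C; Technique: time-resolved FRET; Evaluation: percent inhibition of TR-FRET ratio; Replication: one well per compound, singlicate testing.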
* hit, by the source's call; · = no result given. The list is partial; rates above refer to the full screens.

| molecule | Peg3 promoter | EBV LMP1 NFkB | Shn3 inh set2 | NR2E3 ag-1 | hiPSC survival | TRPM1 prom inh | HIF-2a block | KKLEB cytotox | C8 TRAIL sens | CF NFkB inh | NR2E3 ag-2 |
| --- | --- | --- | --- | --- | --- | --- | --- | --- | --- | --- | --- |
| CN1CCN(CCc2nc3cc(NC(=O)c4ccco4)ccc3n2C)CC1 | 4 | 11 | 0 | 0 | -0.8 | -1 | -12 | 10 | -7 | -27 | -4 |
| S=C(Nc1ccccc1)Nc1ccc2ccccc2c1 | -225 | -11 | -35 | -104 | -2.1 | -3 | -205 | 5 | 0 | -14 | · |
| CCC(C(=O)O/N=C(\N)c1ccccc1)c1ccccc1 (stereo unspecified) | 3 | -3 | -12 | -1 | -1.6 | -3 | -19 | 4 | 71* | -12 | 0 |
| COc1cc(/C=N/Nc2cccc3cccnc23)cc(OC)c1O | -24 | -6 | -47 | -25 | -2.7 | -38 | -177 | -7 | 43 | 12 | 1 |
| CC(C)CC(=O)NCc1ccc2[nH]c3c(c2c1)CCCC3 | -4 | -6 | -5 | -14 | 1.4 | 5 | 6 | 5 | -4 | 4 | 0 |
| CCOc1ccc(OCC)c(NC(=O)CN(C)S(=O)(=O)c2ccc3nc(C)sc3c2)c1 | 14 | -11 | 29 | 9 | 17 | 13 | 20 | 7 | 17 | 11 | -4 |
| COc1ccc(CCNC(=O)c2ccco2)cc1 | -56 | -14 | -23 | -17 | -1.6 | -25 | -85 | -4 | 25 | 5 | -1 |
| CCOc1ccc(N(CC(=O)Nc2ccc(C)c(C)c2)S(C)(=O)=O)cc1 | -234 | -22 | -107 | -83 | 0.7 | -43 | -266 | 9 | -5 | -14 | 6 |

Going on with the list.
| molecule | Peg3 promoter | EBV LMP1 NFkB | Shn3 inh set2 | NR2E3 ag-1 | hiPSC survival | TRPM1 prom inh | HIF-2a block | KKLEB cytotox | C8 TRAIL sens | CF NFkB inh | NR2E3 ag-2 |
| --- | --- | --- | --- | --- | --- | --- | --- | --- | --- | --- | --- |
| O=C(CCCn1c(=S)[nH]c2ccccc2c1=O)NCCSCc1ccccc1 | 21 | -3 | 1 | 1 | 0.0 | -10 | 19 | -3 | -16 | 1 | -1 |
| Cc1ccc2oc(=O)c3cnn(CC(=O)N(Cc4ccco4)C4CCCCC4)c3c2c1 | 4 | -7 | -6 | -9 | 0.0 | 8 | -1 | -9 | 22 | 7 | 0 |
| O=C(c1ccccc1F)N1CCN(CC2CC3C=CC2C3)CC1 (stereo unspecified) | 6 | -9 | -1 | -1 | 2.3 | 10 | 1 | -19 | -6 | -2 | 1 |
| CCOC(=O)Cc1csc(SCC(=O)Nc2ccc(C)cc2F)n1 | -9 | 3 | 10 | -31 | -0.3 | -5 | 12 | 10 | -2 | -4 | · |
| S=c1[nH]c2cc(Cl)c3cccnc3c2o1 | 18 | 2 | 8 | -1 | -0.8 | 21 | 13 | 5 | 2 | -9 | 3 |
| Cc1ccc(C)c(N(C(=O)Cn2nnc3ccccc32)C(C(=O)NCc2ccco2)c2ccncc2)c1 (stereo unspecified) | 7 | 0 | · | 6 | 4.7 | 7 | -8 | -7 | 3 | 0 | -1 |
| CCc1ccc([C@H]2[C@@H]3C(=O)C[C@@H]4C(=O)N(C5CCCCC5)C(=O)[C@@H]4[C@@H]3CN2S(=O)(=O)c2ccc(C)cc2)cc1 | 1 | · | 1 | 0 | -0.6 | · | -10 | -5 | -10 | 10 | · |
| OCOCCCn1c(C2CCCN2c2nc(-c3ccc(F)cc3)cs2)nc2cc(Cl)c(N3CCCCC3)cc21 (stereo unspecified) | 23 | -10 | -9 | 15 | 0.3 | 15 | 15 | 12 | -7 | -28 | -3 |

Next part.
| molecule | Peg3 promoter | EBV LMP1 NFkB | Shn3 inh set2 | NR2E3 ag-1 | hiPSC survival | TRPM1 prom inh | HIF-2a block | KKLEB cytotox | C8 TRAIL sens | CF NFkB inh | NR2E3 ag-2 |
| --- | --- | --- | --- | --- | --- | --- | --- | --- | --- | --- | --- |
| CC(=O)Nc1ccc(S(=O)(=O)NNC(=O)c2ccc(S(=O)(=O)N3CCCCC3)cc2)cc1 | 8 | -5 | -3 | 3 | -2.0 | -9 | 19 | 2 | -12 | -14 | 1 |
| CCOc1ccc(NC(=S)N2CCN(S(=O)(=O)c3ccccc3)CC2)cc1 | 18 | -4 | 5 | 2 | -0.4 | 3 | 14 | -19 | -1 | 13 | · |
| COc1ccccc1NC(=O)C(=O)N(c1cccnc1)C(C(=O)NC(C)(C)C)c1ccccc1 (stereo unspecified) | -3 | -5 | -9 | -24 | -0.1 | 4 | 26 | 0 | -6 | 8 | 3 |
| O=S1(=O)CC(N2CCCC2)CN1C1CCCC1 (stereo unspecified) | -4 | · | 0 | -1 | 2.2 | · | 7 | 4 | 4 | 2 | · |
| O=C(c1cccc(S(=O)(=O)N2CCCCC2)c1)N1CCN(S(=O)(=O)c2ccc(F)cc2)CC1 | 14 | -6 | 8 | -9 | -0.7 | 10 | 13 | 3 | 13 | 0 | -1 |
| CCCC(=O)N1CCOCC1c1cc(C(=O)Nc2ccccc2)no1 (stereo unspecified) | -17 | · | -26 | 11 | -2.1 | · | -11 | 3 | -7 | -4 | · |
| Cc1nnc(-c2ccc(Cl)cc2)nc1NCCN(C)C | -1 | 0 | -6 | 15 | -3.4 | 4 | 6 | 1 | -5 | -30 | -1 |
| CCCNC(=O)CCc1c(C)nc2nc(C)nn2c1C | 13 | -11 | 14 | -30 | -0.4 | -1 | 22 | 8 | -4 | -1 | -3 |

Quoted from the results shown, 10 compounds:
| molecule | Peg3 promoter | EBV LMP1 NFkB | Shn3 inh set2 | NR2E3 ag-1 | hiPSC survival | TRPM1 prom inh | HIF-2a block | KKLEB cytotox | C8 TRAIL sens | CF NFkB inh | NR2E3 ag-2 |
| --- | --- | --- | --- | --- | --- | --- | --- | --- | --- | --- | --- |
| CCOC(=O)Cc1csc(SCC(=O)Nc2ccc(C)cc2F)n1 | -9 | 3 | 10 | -31 | -0.3 | -5 | 12 | 10 | -2 | -4 | · |
| S=c1[nH]c2cc(Cl)c3cccnc3c2o1 | 18 | 2 | 8 | -1 | -0.8 | 21 | 13 | 5 | 2 | -9 | 3 |
| Cc1ccc(C)c(N(C(=O)Cn2nnc3ccccc32)C(C(=O)NCc2ccco2)c2ccncc2)c1 (stereo unspecified) | 7 | 0 | · | 6 | 4.7 | 7 | -8 | -7 | 3 | 0 | -1 |
| CCc1ccc([C@H]2[C@@H]3C(=O)C[C@@H]4C(=O)N(C5CCCCC5)C(=O)[C@@H]4[C@@H]3CN2S(=O)(=O)c2ccc(C)cc2)cc1 | 1 | · | 1 | 0 | -0.6 | · | -10 | -5 | -10 | 10 | · |
| OCOCCCn1c(C2CCCN2c2nc(-c3ccc(F)cc3)cs2)nc2cc(Cl)c(N3CCCCC3)cc21 (stereo unspecified) | 23 | -10 | -9 | 15 | 0.3 | 15 | 15 | 12 | -7 | -28 | -3 |
| CC(=O)Nc1ccc(S(=O)(=O)NNC(=O)c2ccc(S(=O)(=O)N3CCCCC3)cc2)cc1 | 8 | -5 | -3 | 3 | -2.0 | -9 | 19 | 2 | -12 | -14 | 1 |
| CCOc1ccc(NC(=S)N2CCN(S(=O)(=O)c3ccccc3)CC2)cc1 | 18 | -4 | 5 | 2 | -0.4 | 3 | 14 | -19 | -1 | 13 | · |
| COc1ccccc1NC(=O)C(=O)N(c1cccnc1)C(C(=O)NC(C)(C)C)c1ccccc1 (stereo unspecified) | -3 | -5 | -9 | -24 | -0.1 | 4 | 26 | 0 | -6 | 8 | 3 |
| O=S1(=O)CC(N2CCCC2)CN1C1CCCC1 (stereo unspecified) | -4 | · | 0 | -1 | 2.2 | · | 7 | 4 | 4 | 2 | · |
| O=C(c1cccc(S(=O)(=O)N2CCCCC2)c1)N1CCN(S(=O)(=O)c2ccc(F)cc2)CC1 | 14 | -6 | 8 | -9 | -0.7 | 10 | 13 | 3 | 13 | 0 | -1 |

Arranged by SMILES length (lowest first): 3 of the compounds above.
| molecule | Peg3 promoter | EBV LMP1 NFkB | Shn3 inh set2 | NR2E3 ag-1 | hiPSC survival | TRPM1 prom inh | HIF-2a block | KKLEB cytotox | C8 TRAIL sens | CF NFkB inh | NR2E3 ag-2 |
| --- | --- | --- | --- | --- | --- | --- | --- | --- | --- | --- | --- |
| CCCNC(=O)CCc1c(C)nc2nc(C)nn2c1C | 13 | -11 | 14 | -30 | -0.4 | -1 | 22 | 8 | -4 | -1 | -3 |
| COc1ccccc1NC(=O)C(=O)N(c1cccnc1)C(C(=O)NC(C)(C)C)c1ccccc1 (stereo unspecified) | -3 | -5 | -9 | -24 | -0.1 | 4 | 26 | 0 | -6 | 8 | 3 |
| O=C(c1cccc(S(=O)(=O)N2CCCCC2)c1)N1CCN(S(=O)(=O)c2ccc(F)cc2)CC1 | 14 | -6 | 8 | -9 | -0.7 | 10 | 13 | 3 | 13 | 0 | -1 |

High-throughput results from PubChem.
